Screening data from PubChem BioAssay.
S1P3 ag: activates the human S1P3 receptor. activation, % at 4.5 µM. AID 373. 60,000 compounds, 0.1% hits. S1P3 NFAT-BLA reporter cells, agonism, FRET ratio; relative to 1 µM S1P, basal subtracted;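 active means activation above the screen-wide mean plus 3 SD, cut at about 4.5% in these data, passing the limit was not always enough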; further: some compounds called inactive have numbers as strong as hits
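material = human S1P3 NFAT-BLA reporter CHO cells | schedule = 4 h compound at 37 °C, 2 h substrate at RT | measured by = fluorescent BLA substrate, ex 405 nm, em 460/535 nm ratio | controls = 1 µM S1P reference | replication = primary once, confirmation triplicate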
M1 agonist: activates the M1 muscarinic receptor; 64,000 compounds, 3% hits; B-score at 10 µM; CHO-M1 cells, Fluo-4 calcium fluorescence, agonist mode; stronger effect = higher value;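 active means fluorescence rise, raw or as B-score row- and column-corrected plate score, outside the 99.7% band of its plate's samples, either direction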
S1P1 ag-PAM: activates or potentiates agonism at human S1P1 receptor; P21453; S1P1 CRE-bla cells, forskolin, beta-lactamase FRET, potentiator mode; S1P1 agonist co-added at EC20, 2 nM; 100% = saturating reference agonist, 0% = basal; activation, % at 9.5 µM; 56,000 compounds, 0.57% hits;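 active means activation above a cutoff set at the mean activation of all tested compounds plus 3 SD, cut at about 54% in these data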;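 further: forskolin at 4 µM as EC80 and the EC20 agonist is SEW2871; 100% = SEW2871 at its EC100 plus forskolin at EC80; some compounds past the cut are filed as inactive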
HTR1E antagonist: antagonists of human 5-HT1E serotonin receptor; CHO 5-HT1E Ga15 NFAT-bla reporter, FRET, antagonist; 65,000 compounds, 0.99% hits; inhibition, % at 6 µM; P28566;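 active means inhibition above a set limit, the mean inhibition across every tested compound plus 3 SD, cut at about 29% in these data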;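 further: signal is the 460 over 535 nm emission ratio of beta-lactamase substrate; 0% = agonist plus DMSO wells and 100% = wells without agonist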
M1 antagonist: M1 muscarinic receptor (rat) antagonism; CHO-M1 cells, Fluo-4 calcium, ACh EC80 antagonist mode; stronger effect = lower value; 64,000 compounds, 3.4% hits; B-score at 10 µM;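 active means calcium fluorescence response, raw or row-and-column corrected B-score, differing from the plate sample mean either way at a set confidence level, mostly lower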
HEK293 NFkB inh: inhibitors of the PMA/ionomycin-induced NF-kB reporter in HEK293 cells | HEK-293 NF-kB luciferase reporter, luminescence | inhibition, % at 3 µM | 62,000 compounds, 0.21% hits;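 active means inhibition above the mean of all tested compounds plus 3 SD, cut at about 40% in these data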;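 further: 0% = stimulated DMSO wells and 100% = 10 µM reference inhibitor 5653914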
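System: NF-kB luciferase reporter HEK-293 cells | Replication: Single test | Control set: DMSO vs reference inhibitor | Evaluation: % inhibition | Schedule: 1 h pretreatment, 16 h stimulation, 37 °C | Probe or stimulus: PMA with ionomycin | Compound dosing: One dose, 3 µM | Detection: Luciferase luminescence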
Jurkat tox 60K: cytotoxic compounds reducing Jurkat cell viability | Jurkat E6.1 viability, ATP luminescence, 48 h | inhibition, % at 4 µM | 56,000 compounds, 1.2% hits;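 active means inhibition above the mean inhibition of all tested compounds plus 3 SD, cut at about 28% in these data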
Her2 expr inh: inhibitors of human Her2 kinase expression. HER2 level % of control, % at 10 µM. 65,000 compounds, 0.69% hits. SKBR-3 HER2 protein level, AlphaScreen, 18-24 h; stronger effect = lower value;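 active means HER2 level under 5% of the carrier-only control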;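 further: 100% = DMSO carrier and 0% = 500 nM PU-H71 HSP90 inhibitor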
HTR1E agonist: activates the human 5-HT1E serotonin receptor | CHO 5-HT1E Ga15 NFAT-bla reporter, FRET; 0% DMSO wells, 100% control agonist wells | activation, % at 6 µM | 65,000 compounds, 0.69% hits | AID 574;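 active means activation above a set limit, the screen-wide mean activation plus 3 SD, cut at about 8.5% in these data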;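 further: 100% = positive control agonist at 1 µM giving full maximal response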
Active calls of the source: *; nt = no result given.

SMILES	S1P3 ag	M1 agonist	S1P1 ag-PAM	HTR1E antagonist	M1 antagonist	HEK293 NFkB inh	Jurkat tox 60K	Her2 expr inh	HTR1E agonist
COC(=O)C1=C(C)NC(C)=C(C(=O)OC)C1c1ccccc1OCc1c(C)no[n+]1[O-]	0.7	-0.299	-15.2	5.2	-0.321	19.3	-2.8	92.7	0.0
O=C(NC1CCCC1)C(c1ccsc1)N(Cc1ccco1)C(=O)Cc1cccs1 (centres undefined)	0.1	1.19	2.6	6.4	-0.915	16.0	1.2	107.9	-0.4
Cc1ccc(-c2nc3cnccn3c2Nc2ccc3c(c2)OCO3)o1	-0.7	-0.506	-23.1	1.9	-0.0237	3.9	1.7	69.2	-0.3
CCc1ccc(N/C(SC)=C(/C#N)C(N)=O)cc1	nt	0.0327	nt	7.7	0.543	15.8	nt	127.7	-0.7
COc1ccccc1-c1nc2n(n1)C(c1ccccc1Cl)C(C(N)=O)=C(C)N2 (centres undefined)	-0.6	-0.407	-13.9	11.9	-0.669	24.1	-3.3	78.3	-0.5
CCOC(=O)N1CCC(NC(=O)c2cc3c(-c4ccccc4F)nn(C)c3s2)CC1	-0.7	0.184	-15.8	-0.1	0.594	24.2	-3.8	70.7	1.1
COc1cccc(Oc2c(C)oc3c(CN4CCOCC4)c(O)ccc3c2=O)c1	0.2	-0.438	-1.6	-7.6	-1.35	-6.4	0.8	108.8	0.1
Brc1c(CSc2nc3ccccc3o2)nc2ncccn12	0.2	0.833	-40.4	6.7	-0.722	-12.4	5.9	100.1	-0.6
Cn1c(CCNC(=O)c2ccco2)nc2cc(NC(=O)C3CCCCC3)ccc21	0.7	-0.0407	-1.4	-3.4	0.48	-6.0	-2.5	71.9	-0.1
Cc1ccc(S(=O)(=O)NCC(=O)OCC(=O)c2cccs2)cc1	nt	-0.548	nt	0.9	-0.0546	9.5	nt	114.7	-0.4
CCc1nnc(NC(=O)CSc2ncc(-c3ccccc3)n2CC)s1	-0.4	0.566	5.9	5.0	-0.0566	14.9	-4.1	119.0	-0.1
COc1ccc(N2C(=O)c3ccccc3NC23CCCCC3)cc1	0.5	-0.832	nt	0.4	-0.822	-9.5	-7.1	61.3	-0.2
Cc1[nH]c(=O)[nH]c(=O)c1S(=O)(=O)N1CCC(C(=O)N2CCN(Cc3ccccc3)CC2)CC1	nt	-1.44	nt	-3.1	0.0979	22.7	nt	109.7	0.3
CCCOc1cccc(C2/C(=C(/O)c3ccc(F)cc3)C(=O)C(=O)N2CCN(C)C)c1 (centres undefined)	-6.4	0.0706	11.7	11.3	0.518	nt	nt	108.4	-1.0
COc1ccc(OC)c(NC(=O)C(CC(=O)O)NCc2ccco2)c1 (centres undefined)	-0.5	-0.385	-3.0	7.2	0.0645	15.1	7.1	94.3	-0.7
COc1cccc(-c2nc(N3CCCCC3)c3ccccc3n2)c1O	14.0	-0.0534	-34.5	-8.5	0.329	nt	nt	104.8	0.3
O=S1(=O)N=C(Nc2ccc(S(=O)(=O)N3CCCCC3)cc2)c2ccccc21	-1.0	-1.06	-13.8	-1.7	-0.00874	22.1	4.9	99.5	-0.1
Cc1cccc(N(CC(=O)N2CCCC2)S(=O)(=O)c2ccccc2)c1C	-1.9	-0.658	-17.2	1.9	-0.312	-2.8	-2.7	85.5	-0.1
CCN(CCCNC(=O)c1[nH]c(C)c(C(C)=O)c1C)c1cccc(C)c1	-0.8	-0.823	14.1	7.0	-0.124	27.7	12.5	151.0	-0.1
CCN1CCCC1CNc1ncnc2c1[nH]c1ccc(Cl)cc12 (centres undefined)	0.0	-0.896	-5.8	4.0	-1.31	7.1	-2.3	74.4	0.6
CCOc1ccc(C(=O)Nc2nncs2)cc1OCC	-0.9	1.43	7.0	5.1	-2	-2.1	4.8	106.3	-0.8
COc1ccccc1NC(=O)CN1CCN(CC(=O)Nc2ccccc2F)CC1	0.1	-0.101	-19.9	-1.6	0.088	11.8	-0.3	86.1	0.5
O=C(NCCN1CCOCC1)c1cn(CCc2ccccc2)nn1	-1.0	-0.788	8.4	7.1	-0.0866	15.3	-1.4	84.4	0.4
CCOC(=O)c1cnc2nc[nH]n2c1=O	-1.8	-1.32	15.1	-6.6	0.84	5.8	4.4	84.4	-0.6
Cc1ccc(Cn2nnc3c(=O)[nH]c(C(=O)NCc4ccco4)nc32)cc1	-0.4	0.37	6.6	7.0	-0.539	7.0	10.1	76.8	-1.2
CCCC(=O)Nc1ccc(NC(=O)Cc2ccccc2)cn1	nt	-1.96	nt	3.8	0.929	9.5	nt	81.5	-1.4
COC(=O)CC1=C(C(=O)OC)C(c2cccs2)C(C#N)=C(N)O1 (centres undefined)	-0.3	-1.04	-12.6	1.3	0.651	13.5	-5.0	142.0	-0.1
COc1ccc(CNC(=O)CSc2nnnn2-c2ccc(O)cc2)cc1	nt	-0.0241	nt	-7.1	-0.126	12.5	nt	69.3	0.1
Cc1nc(N2CCC(C(N)=O)CC2)c2nnn(Cc3ccccc3)c2n1	-1.7	0.000212	-1.7	5.8	0.212	12.5	4.9	74.2	0.4
Cc1c(C(=O)NCc2ccoc2)oc2ccc3c(c12)C(=O)CC(C)(C)O3	-1.1	-0.0475	-15.7	11.9	-0.49	-20.3	0.3	103.5	0.1
CCn1cc(C(C)(C)C)c(C#N)c1NC(C)=O	-0.3	-0.00648	10.0	5.4	-0.00094	10.2	-6.1	159.8	-0.3
COc1ccc(C)cc1Nc1cc(C)nc2nc(C)nn12	-0.4	-0.147	-37.0	-0.6	-0.922	-3.1	35.5*	92.9	0.3
Cc1cc(Nc2ccccc2F)n2nc(C)nc2n1	-0.5	-0.886	-32.6	-4.7	-0.865	4.2	-6.7	103.7	0.9
O=C(COC(=O)c1cccs1)c1ccccc1	-1.1	-0.163	3.5	-9.6	0.63	-1.1	-5.8	155.1	0.0
ClC(Br)=C(n1cnc2ccccc21)n1cnc2ccccc21	-2.2	0.625	-13.2	-3.0	-1.16	nt	nt	147.5	-0.7
COC(=O)c1ccc2c(=O)n(Cc3ccco3)c(SCC(=O)Nc3ccc(C)c(Cl)c3)nc2c1	-0.6	-0.636	13.7	1.7	0.419	16.0	-1.1	29.1	0.3
CCC(C)(C)NC(=O)C(c1cccn1C)N(C(=O)Cn1nnc2ccccc21)c1ccc(F)cc1 (centres undefined)	-0.9	-0.694	8.3	-1.5	-0.483	-1.6	2.6	72.6	2.1
COc1ccc(CCn2c(N3CCN(Cc4ccccc4)CC3)nc3c2c(=O)[nH]c(=O)n3C)cc1	-0.6	1.19	-13.8	-7.2	0.531	7.3	2.4	91.4	1.8
COCc1cc(=O)n2[nH]c(SC)nc2n1	-0.6	nt	-10.1	-7.1	nt	1.7	-0.8	76.4	0.5
COC(=O)c1ccc(N=c2sc(C(=O)OC)cc(=O)n2C)cc1	-1.4	0.131	-1.8	4.6	0.665	15.8	6.4	72.9	-0.9
O=C(C(Cc1ccccc1)N1C(=O)C2C3C=CC(C3)C2C1=O)N1CCCCC1 (centres undefined)	nt	-0.539	nt	-2.3	0.024	15.3	nt	109.4	0.3
Cn1c(SCC(=O)NCc2cccs2)nnc1-c1cccs1	-0.8	0.951	-19.6	-2.6	-0.000523	6.4	-1.4	123.2	-0.1
CCOC(=O)C1CCCN(c2c(NCCCN3CCCC(C)C3)c(=O)c2=O)C1 (centres undefined)	0.0	0.316	-12.4	-0.4	-0.0139	5.5	-0.5	95.0	0.5
O=C1CC(c2nc3ccccc3[nH]2)CN1Cc1ccccc1 (centres undefined)	-0.4	-0.493	-0.8	2.9	0.694	7.7	1.4	96.0	0.2
O=C1CC(N2CCN(c3ccc(S(=O)(=O)N4CCOCC4)cc3)CC2)C(=O)N1Cc1ccccc1 (centres undefined)	-0.2	0.262	-12.2	2.8	-3.41*	16.5	3.2	95.5	0.5
Cc1ccc2c(c1)sc1ncc(NC(=O)c3ccccc3)c(=O)n12	-1.1	0.54	11.7	8.6	-1	1.4	5.1	95.0	-0.3
COc1ccc(Cl)cc1NC(=O)CN(C)C(C)C(=O)NCC1CCCCC1 (centres undefined)	nt	0.427	nt	0.9	-0.445	11.2	nt	195.6	0.4
CNC(=O)C1CC(=O)N(Cc2ccc3c(c2)OCO3)C(=Nc2ccc(F)cc2)S1 (centres undefined)	-0.8	-0.271	-14.4	9.3	0.774	9.0	7.0	85.5	-1.3
Cc1cc(C)c(C#N)c(SCC(=O)OC2CCCCC2)n1	-0.1	0.0261	-7.7	-6.8	-1.73	13.0	1.6	89.9	0.3
COc1ccc(CC(=O)N2CCN(c3ccccn3)CC2)cc1	0.2	-0.977	7.9	-4.4	0.199	11.1	-4.4	88.3	-0.4

New compounds follow
SMILES	S1P3 ag	M1 agonist	S1P1 ag-PAM	HTR1E antagonist	M1 antagonist	HEK293 NFkB inh	Jurkat tox 60K	Her2 expr inh	HTR1E agonist
Cn1c(-c2ccc(Br)o2)nc2cc(Br)ccc21	-0.9	0.588	1.6	7.9	0.479	-13.0	4.3	53.0	-1.0
COc1ccc(N(CC(=O)NCc2ccco2)S(C)(=O)=O)cc1Cl	nt	-1.59	nt	5.3	-0.0293	14.1	nt	63.7	-1.2
CCCC(C)c1nnc(NC(=O)C2CCCO2)s1 (centres undefined)	0.4	0.735	-25.0	1.0	-3.5*	-1.8	-0.8	97.4	-1.4
COc1ccc(C(c2nnnn2CCc2ccccc2)N2CCN(C3CCCC3)CC2)cc1 (centres undefined)	0.0	0.128	-11.7	-6.9	-0.84	19.3	1.5	95.9	-0.5
O=C(Cn1nc(C(F)(F)F)c2c1CCC2)N1CCN(c2ccccc2)CC1	-0.3	-0.0289	-4.1	1.6	0.282	9.8	0.7	96.5	0.5
CS(=O)(=O)N(CC(=O)O)c1ccc(Oc2ccccc2)cc1	-0.2	1.05	nt	-0.3	-0.895	7.8	5.7	129.1	-0.3
COC(=O)C1=C(N)Oc2cc(C)oc(=O)c2C1c1ccncc1 (centres undefined)	4.8	0.557	3.4	-4.6	0.845	nt	nt	201.5	0.5
Cc1ccccc1-c1cc(-c2ccccc2O)n[nH]1	0.0	-0.0884	-1.6	-0.7	-1.21	-7.4	-13.8	81.6	-0.5
CCn1c(SCC(=O)N(C(C)C)C(C)C)nnc1-c1cc2ccccc2cc1O	-0.3	1.08	21.6	-2.9	-2.36	8.5	1.4	67.3	0.7
